Cav3 T inh – human Cav3.2 channel inhibition, primary screen | O95180 | Cav3.2-expressing cells, Fluo-4 calcium fluorescence FDSS; stronger effect = lower value | B-score at 10 µM | 100,000 tested, 4% active | AID 449739;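 active means single-dose well whose peak fluorescence ratio is a statistical outlier from its plate by either plate-standardised score or position-corrected B-score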
Target sequence (O95180 whole entry, looked up): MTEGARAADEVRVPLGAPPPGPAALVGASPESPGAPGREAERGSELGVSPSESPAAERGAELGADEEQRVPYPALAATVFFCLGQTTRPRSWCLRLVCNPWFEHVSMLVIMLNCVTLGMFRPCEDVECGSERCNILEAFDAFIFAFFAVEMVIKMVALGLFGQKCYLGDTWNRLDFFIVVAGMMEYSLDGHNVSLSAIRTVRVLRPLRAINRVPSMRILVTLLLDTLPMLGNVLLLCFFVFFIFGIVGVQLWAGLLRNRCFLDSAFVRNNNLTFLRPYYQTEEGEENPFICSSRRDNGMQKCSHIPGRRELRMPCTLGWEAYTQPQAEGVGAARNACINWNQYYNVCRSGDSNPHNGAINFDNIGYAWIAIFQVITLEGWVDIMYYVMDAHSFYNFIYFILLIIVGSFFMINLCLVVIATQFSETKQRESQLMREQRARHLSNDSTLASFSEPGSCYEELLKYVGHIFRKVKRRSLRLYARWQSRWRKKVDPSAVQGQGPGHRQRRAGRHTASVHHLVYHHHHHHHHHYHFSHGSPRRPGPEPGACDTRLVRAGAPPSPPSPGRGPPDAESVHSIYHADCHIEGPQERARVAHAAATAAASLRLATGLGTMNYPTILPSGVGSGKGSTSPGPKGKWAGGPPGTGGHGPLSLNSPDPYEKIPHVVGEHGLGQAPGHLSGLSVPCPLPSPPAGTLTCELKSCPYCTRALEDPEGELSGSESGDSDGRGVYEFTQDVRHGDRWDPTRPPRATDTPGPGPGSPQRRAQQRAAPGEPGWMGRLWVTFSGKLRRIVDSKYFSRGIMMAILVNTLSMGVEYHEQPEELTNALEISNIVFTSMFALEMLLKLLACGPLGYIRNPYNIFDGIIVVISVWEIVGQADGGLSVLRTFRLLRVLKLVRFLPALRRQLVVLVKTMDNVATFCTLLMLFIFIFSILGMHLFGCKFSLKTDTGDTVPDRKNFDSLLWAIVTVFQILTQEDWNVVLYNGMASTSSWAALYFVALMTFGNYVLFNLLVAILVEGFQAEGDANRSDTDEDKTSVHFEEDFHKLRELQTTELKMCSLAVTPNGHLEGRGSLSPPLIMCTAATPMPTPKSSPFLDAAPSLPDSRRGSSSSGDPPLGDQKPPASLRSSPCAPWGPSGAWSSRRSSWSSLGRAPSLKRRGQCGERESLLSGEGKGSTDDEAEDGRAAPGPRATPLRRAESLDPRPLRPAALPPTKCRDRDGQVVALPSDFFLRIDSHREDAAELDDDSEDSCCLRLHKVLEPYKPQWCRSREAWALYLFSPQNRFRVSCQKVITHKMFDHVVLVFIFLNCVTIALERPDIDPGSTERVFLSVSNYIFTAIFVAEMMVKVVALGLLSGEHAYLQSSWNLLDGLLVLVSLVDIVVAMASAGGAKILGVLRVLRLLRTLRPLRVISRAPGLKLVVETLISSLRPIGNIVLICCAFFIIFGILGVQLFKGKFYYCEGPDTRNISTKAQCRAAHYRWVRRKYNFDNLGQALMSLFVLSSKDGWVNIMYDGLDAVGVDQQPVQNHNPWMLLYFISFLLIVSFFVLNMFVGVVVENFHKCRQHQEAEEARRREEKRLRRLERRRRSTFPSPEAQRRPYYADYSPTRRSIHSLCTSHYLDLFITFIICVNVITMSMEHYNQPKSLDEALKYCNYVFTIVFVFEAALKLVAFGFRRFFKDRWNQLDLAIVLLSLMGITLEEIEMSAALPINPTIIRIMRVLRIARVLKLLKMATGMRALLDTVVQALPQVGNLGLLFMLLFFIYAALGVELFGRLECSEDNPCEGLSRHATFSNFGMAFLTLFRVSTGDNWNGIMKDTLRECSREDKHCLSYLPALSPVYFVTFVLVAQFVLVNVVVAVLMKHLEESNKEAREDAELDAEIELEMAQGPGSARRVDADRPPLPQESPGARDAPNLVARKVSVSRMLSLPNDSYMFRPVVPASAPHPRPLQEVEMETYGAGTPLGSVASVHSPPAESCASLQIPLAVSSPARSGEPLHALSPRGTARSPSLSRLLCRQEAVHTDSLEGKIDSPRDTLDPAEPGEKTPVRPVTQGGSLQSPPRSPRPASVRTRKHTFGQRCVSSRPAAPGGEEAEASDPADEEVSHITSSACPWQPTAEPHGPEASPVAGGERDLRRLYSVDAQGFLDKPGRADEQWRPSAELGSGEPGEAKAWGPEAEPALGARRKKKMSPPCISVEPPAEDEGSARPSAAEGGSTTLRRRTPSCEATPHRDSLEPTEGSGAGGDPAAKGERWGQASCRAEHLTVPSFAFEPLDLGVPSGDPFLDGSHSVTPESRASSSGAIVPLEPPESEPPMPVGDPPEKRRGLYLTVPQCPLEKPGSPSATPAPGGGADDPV
* hit, by the source's call. These rows are one share of the data; rates above refer to the full screens.

Structure	Cav3 T inh
CCn1c(COc2ccc(=O)n(-c3ccccc3)n2)nnc1SCc1ccccc1	-0.88
O=C(CSc1ccc2c(c1)OCCO2)NCCN1C(=O)CSC1=O	-0.49
Cc1cccc(NC(=O)C2CCCN(C(=O)NC3CCCCC3)C2)c1C (stereo unspecified)	0.9
NC(=O)CC(NC(=O)Cc1ccc(Br)cc1)c1ccc(NCc2ccc(F)c(F)c2)c([N+](=O)[O-])c1 (stereo unspecified)	-0.076
CN(C)CCOc1ccc(/C(=C(/CCCl)c2ccccc2)c2ccccc2)cc1	-0.15
CC12C(=O)N(Cc3ccccc3)C(=O)C1C1C=CC2C1 (stereo unspecified)	-0.82
Cc1ccc(S(=O)(=O)N2CCC(=O)N(CCOC(=O)Nc3cc(C)cc(C)c3)CC2)cc1	-0.65
COCCn1c(SCc2ccc(C(=O)OC)o2)nc2cc(Cl)ccc2c1=O	-3.9*

Gathered by group: those above with a carbonyl joined to an NH by a bond outside any ring
Structure	Cav3 T inh
O=C(CSc1ccc2c(c1)OCCO2)NCCN1C(=O)CSC1=O	-0.49
Cc1cccc(NC(=O)C2CCCN(C(=O)NC3CCCCC3)C2)c1C (stereo unspecified)	0.9
NC(=O)CC(NC(=O)Cc1ccc(Br)cc1)c1ccc(NCc2ccc(F)c(F)c2)c([N+](=O)[O-])c1 (stereo unspecified)	-0.076
Cc1ccc(S(=O)(=O)N2CCC(=O)N(CCOC(=O)Nc3cc(C)cc(C)c3)CC2)cc1	-0.65

(more compounds)
Structure	Cav3 T inh
Cc1ccc(-c2nn3c(C)nnc3c3ccccc23)cc1S(=O)(=O)N(C)CCO	2.4
Cc1ccc(C(=O)NNS(=O)(=O)c2ccccc2[N+](=O)[O-])cc1	1.4
CCOC(=O)c1c(C)c(C(=O)NCC2CCCO2)c(C)n1C (stereo unspecified)	0.63
Cc1noc(C)c1CSc1nnc(-c2ccccc2)n1N	-0.29
Cc1cccn2cc(-c3ccc(NC(=O)Cc4ccccc4)cc3)nc12	-0.77
CCCCN=C(Nc1ccc(Cl)cc1)c1cccnc1	0.48
O=C1C2C3C=CC(C3)C2C(=O)N1CCCO (stereo unspecified)	-0.6
CCOC(=O)c1ccc(N2C(=O)CC(N3CC(C)OC(C)C3)C2=O)cc1 (stereo unspecified)	0.25
COc1cc(CC(=O)NCCc2ccc(S(N)(=O)=O)cc2)cc(OC)c1OC	-0.7
CCOC(=O)Cn1nnc(-c2ccc(OCC(C)C)cc2)n1	0.15
O=C(CN1C(=O)CC(c2ccccc2)=Nc2ccccc21)NC1CCCCC1	-0.72
C=CCn1c(NCCO)nc2sc3c(c2c1=O)CCC3	-0.068
Cc1ccc(S(=O)(=O)Nc2ccccc2C(=O)Nc2sccc2C(=O)NN(C)C)cc1	-0.6
COc1ccc(C2=Nn3c(nnc3-c3cccnc3)SC2)cc1	0.47
Cc1cccc(C)c1OCC(=O)N/N=C/c1cccn1C	0.027
COc1ccc(C(CC(=O)O)NC(=O)c2ccco2)cc1 (stereo unspecified)	0.15
COc1ccc2c(c1)CCc1c(C(=O)NCCc3ccc(OC)c(OC)c3)noc1-2	1.3
COC(=O)c1c(C(=O)OC)c(-c2ccc(C)cc2)n2c1CCC2	0.53
COc1ccc(Cn2nnnc2C(c2cccs2)N2CCOCC2)cc1 (stereo unspecified)	1.2
O=C(NCC1CCCO1)C1CCC(=O)N1Cc1ccc(F)cc1 (stereo unspecified)	-0.15
C=CC[N+](C)(C)C/C(Cl)=C(\Cl)c1ccccc1	0.36
CN(C)CCCNS(=O)(=O)c1ccc(Oc2ncc(C(F)(F)F)cc2Cl)cc1	1.1
COc1ccc(Cn2c(CCCO)nc3ccccc32)cc1OC	0.95
Cc1nn2c(N3CCN(c4ccccn4)CC3)cc(C(C)C)nc2c1-c1ccccc1	-3.2
CN(C)[C@@H](CO)c1nnc([C@H](CCC(=O)O)NC(=O)C2CCNCC2)o1	-0.1
Cc1ccc(-n2c(C)cc(C=C(C#N)C#N)c2C)cc1	-0.41
CCOC(=O)c1[nH]c2c(c1-c1ccccc1)C(=O)CC(c1ccc(OC)c(OC)c1)C2 (stereo unspecified)	-2.2
CC(CNC(=O)C1CCCCC1)NC(=O)C1CCCCC1 (stereo unspecified)	0.2
O=C(CCN1C(=O)C2C3C=CC(C3)C2C1=O)NCCc1ccccc1 (stereo unspecified)	-1.9
COc1ccc(-c2nc3n(n2)C(c2ccccc2Cl)C(C(N)=O)=C(C)N3)cc1 (stereo unspecified)	0.84
O=C(c1cccs1)N1CCN(S(=O)(=O)c2ccccc2)CC1	-0.098
CN1C(=O)C2(C(C#N)=C(N)Oc3n[nH]c(-c4ccc(Cl)cc4)c32)c2ccccc21 (stereo unspecified)	0.69
CCOC(=O)Nc1nnc(-c2ccc(OC)cc2)s1	-0.11
O=C(Nc1cn(-c2ccccc2)nc1-c1cccs1)c1ccco1	-2.3
CCC1=C(C(=O)OC)C(c2cc(OC)ccc2OC)C(C#N)=C(N)O1 (stereo unspecified)	-0.21
Cc1nn(-c2ccccn2)c2c1-c1nc(N)ncc1CC2	-0.44
c1ccc2c(c1)[nH]c1c(NCC3CCCO3)ncnc12 (stereo unspecified)	1.6
COC(=O)NCc1ccc(Cl)c(Cl)c1	-1.6
O=C(COc1ccccc1F)NC1CCN(Cc2ccccc2)CC1	0.66
CCC1c2ccc(C)n2CCN1C(=O)Nc1ccc(F)cc1 (stereo unspecified)	-0.37
COc1ccc(NC(=O)N(Cc2ccc(C)cc2)Cc2ccccn2)c(OC)c1	-1
CCOc1cc2[nH]c(=S)n(CCc3ccc(OC)c(OC)c3)c(=O)c2cc1OCC	-0.15
Nc1ccc2nc(-c3ccccn3)[nH]c2c1	-1.2
CCOC(=O)CSc1nnc(Cn2nnc(-c3ccccc3)n2)n1C	0.51
COc1cc2cc(CN(CCO)S(=O)(=O)c3ccccc3Cl)c(=O)[nH]c2cc1OC	0.76
CCOC(=O)C1CCCCN1Cc1cc(OC)ccc1OC (stereo unspecified)	-0.87
CC(C)(C)c1ccc(COn2c(=O)c(-c3ccco3)[n+]([O-])c3ccccc32)cc1	0.021
Oc1ccc(CN2CCCCC2)nc1-c1ccccc1	0.7
Cc1nnc(SCc2ccc(Cl)cc2)n1CC1CCCO1 (stereo unspecified)	0.62
COc1cc2c(cc1NCc1ccccn1)oc1ccccc12	-0.24
COCCCNC(=O)c1ccc(Cn2c(=O)c3ccccc3n(Cc3ccc(C)cc3)c2=O)cc1	-1.4
CCCS(=O)(=O)c1c(S(=O)(=O)CCC)c2c3ccccc3ccn2c1C(N)=O	0.62
COc1ccc(NC(=O)C2CCCN2c2ccc(OC)c(OC)c2)cc1OC (stereo unspecified)	0.38
Fc1ccc(C[n+]2csc3ccccc32)cc1	0.64
N#C/C(=C(/O)CN1CCOCC1)c1nc2ccccc2s1	-0.26
COc1ccccc1NC(=O)c1ccc(CN(c2cc(Cl)ccc2C)S(=O)(=O)c2ccccc2)cc1	-1.3

Next part:
Structure	Cav3 T inh
Cc1c(C(=O)CN2CCOCC2)[nH]c2ccccc12	0.031
O=C(CSc1nc(N2CCCCC2)nc(N2CCCCC2)n1)c1ccccc1	-4.2*
CN(C)S(=O)(=O)c1ccc(C(=O)N2CCOCC2)cc1	0.045
Cc1ccc(NC(=O)c2cc(S(=O)(=O)N3CCCCC3)cs2)cc1	-4.8*
CC(C)OC(=O)CN1C(=O)C(C)(C)Oc2ccc(C(=O)NC3CC3)cc21	0.96
O=C(CSc1nc(O)c(Cc2ccccc2F)c(=O)[nH]1)N1CCCCCC1	0.63
COCC(=O)N(Cc1ccc(OC)cc1)Cc1nc2ccccc2c(=O)[nH]1	0.6
C=CCn1c(NC(=O)c2ccc(C)cc2)c(C#N)sc1=N	0.13
CSc1nsc(SC)c1NC(=O)OCc1ccccc1	-3.8
O=C(NCc1ccc(Cl)cc1)c1ccc(Br)o1	-0.012
CC(C)(C)C(=O)N(CCN(C(=O)C(C)(C)C)c1ccccc1)c1ccccc1	-1.5
CC1(C)C(c2cccs2)=[N+]([O-])C2(CCCCC/C2=N\NC(N)=S)N1O (stereo unspecified)	0.00055
COc1ccc(C2C(C(=O)c3cccs3)=C(O)C(=O)N2c2nncs2)cc1 (stereo unspecified)	-1.5
Nc1nnc(-c2cc3ccccc3oc2=O)s1	-0.63
C#CCOCCOCCOCCNc1nc(N2CCN(C(=O)[C@H]([C@@H](C)CC)n3cc(CCCN=C(N)N)nn3)CC2)nc(N2CCN(C(=O)[C@H](CCCCN)n3cc(CCCC)nn3)CC2)n1	0.32
CSC1=C(C#N)C(c2cccc(Br)c2)CC(=O)N1 (stereo unspecified)	0.045
c1ccc(CSc2nnc(-c3ccncc3)o2)cc1	0.36
O=C(Nc1nncs1)c1ccc(N2C(=O)C3C4C=CC(C4)C3C2=O)cc1 (stereo unspecified)	0.5
Cc1cc(C)c(OCCCCCNCCO)c(C)c1	2
COc1ccc(CCN2C(=O)C3C4C=CC(C3C2=O)C2C(=O)N(CCc3ccc(OC)c(OC)c3)C(=O)C42)cc1OC (stereo unspecified)	-2.1
CCOC(=O)C1=C(c2ccccc2)OC(N)=C(C#N)C1C(C)C (stereo unspecified)	-1.1
CCC(=O)Nc1nc(C)cc(SCC(=O)OC)n1	0.5
CCCCC(=O)Nc1ccc(C(=O)NCc2ccncc2)cc1	0.16
Cc1ccc(Cn2ccc(NC(=O)c3noc4c3CCCCC4)n2)cc1	0.11
COC(=O)C1=C(C)N(Cc2ccco2)C(=O)N[C@@H]1c1ccco1	-1.2
COC(=O)c1c(C)oc2ccc(N(C(=O)c3ccncc3)S(=O)(=O)c3ccc(C)cc3)cc12	-3
CCOC(=O)c1sc(NC(=O)c2cc(-c3ccccc3)nc3ccccc23)c(C#N)c1C	-4.1*
O=C(NC(=S)N1CCCCC1)C12CC3CC(CC(C3)C1)C2	0.69
CC(C)Oc1ccc(C(=O)NCc2cccnc2)cc1	0.55
COc1ccc(OCCSc2n[nH]c(N)n2)cc1	-0.15
NS(=O)(=O)c1cccnc1Nc1cccc(C(F)(F)F)c1	-1.3
NC(=O)[C@H]1CC2(CC(c3cccc(NC(=O)COc4ccc(Cl)cc4)c3)=NO2)CN1C(=O)c1ccc(Cl)cc1 (stereo partly specified)	-0.2
CC1CC(NC(=O)c2cnc3n(c2=O)CCS3)CC(C)(C)C1 (stereo unspecified)	-0.53
CCCS(=O)(=O)N1CCCC(C(=O)NCCN2CCCCC2C)C1 (stereo unspecified)	1.4
C=CCOc1ccc(/C(O)=C2\C(=O)C(=O)N(CCCOC)C2c2ccc(O)c(OC)c2)cc1 (stereo unspecified)	0.81
N#CCCn1nnc(-c2ccccc2F)n1	2
O=C(Cn1ncc2c1-c1ccccc1OC2)N1CCc2ccccc21	-0.0044
Cc1c(C(=O)NCC2CCCO2)oc2ccc(S(=O)(=O)N3CC(C)CC(C)C3)cc12 (stereo unspecified)	-4*
COc1cc(OC)c(C2N(c3cc(C)on3)C(=O)C3CCCN32)cc1OC (stereo unspecified)	-0.78
Cc1ccc(NC(=O)c2ccc(-n3cncn3)c([N+](=O)[O-])c2)cc1	0.27
Cc1ccc(OCC(=O)OC2CCS(=O)(=O)C2)cc1 (stereo unspecified)	-0.089
CCN(CC)S(=O)(=O)c1ccc2c(c1)c(C(=O)O)cn2C	0.11
O=S(=O)(c1ccc(Sc2nnc3ccccn23)nc1)N1CCOCC1	-0.14
CCOc1ccc(C(=O)NCC(C)CN(C)C)cc1OCC (stereo unspecified)	0.029
O=C(NC1=NCCS1)NC12CC3CC(CC(C3)C1)C2	0.67
CCOc1ccccc1OCCOc1ccc(F)cc1	-1.6
Cc1ccc(S(=O)(=O)N2CCN(c3cc4c(cc3[N+](=O)[O-])n(C)c(=O)n4C)CC2)cc1	0.34
CCc1ccccc1NC(=O)CN1C(=O)C2CCCN2c2ncc(Cl)cc21 (stereo unspecified)	-3.2
CCCCCOc1ccc(NC(=O)C(=O)NCCCn2ccnc2)cc1	2.3
COc1ccc(-c2cc(C(=O)NC3CCCC3)no2)cc1OC	-0.038
O=C(O)c1c(-c2ccccc2)c2oc3ccccc3c2[nH]c1=O	0.53
CC(NC(=O)Cn1cc2c(n1)CCCCC2)c1ccccc1 (stereo unspecified)	-0.092
Cc1ccc(/C=C/C(=O)Nc2cc(C)on2)cc1	0.29
CCOc1ccccc1C(=O)NCCCCCC(=O)O	0.25
CCCC1=C(C(=O)OCC)C(c2ccncc2)n2ncnc2N1 (stereo unspecified)	1
O=C(CSc1nc2[nH]ncc2c(=O)n1-c1ccccc1)N1CCCc2ccccc21	-0.096

3 neighbouring compounds already listed:
Structure	Cav3 T inh
CCOc1ccccc1C(=O)NCCCCCC(=O)O	0.25
CCCC1=C(C(=O)OCC)C(c2ccncc2)n2ncnc2N1 (stereo unspecified)	1
O=C(CSc1nc2[nH]ncc2c(=O)n1-c1ccccc1)N1CCCc2ccccc21	-0.096

(list continues)
Structure	Cav3 T inh
CC(=O)NC(CCS(C)(=O)=O)C(=O)Nc1cccc(C)c1C (stereo unspecified)	0.44
CCC(=O)Nc1nc2cc(OC)ccc2s1	0.38
O=C(Nc1ccc(N2CCOCC2)nc1)c1ccc(F)cc1	-0.082
CC(C)(Oc1ccc(Cl)cc1)C(=O)Nc1ncccn1	-0.14
Cn1c(C(=O)N2CCCC(C(=O)NCCCc3ccccc3)C2)cc2sccc21 (stereo unspecified)	-4.2*
CC(=O)c1cccc(N=C2C(=O)Nc3ccccc32)c1	-0.25
O=C(Nc1nc2cc3c(cc2s1)OCO3)C1=COCCO1	-1

Source: PubChem (Vanderbilt High Throughput Screening Facility)
